Assay outcomes (PubChem BioAssay)
LYPLA2 counter – counter-screen for PME1 inhibitors: inhibitors of human LYPLA2; O95372; recombinant LYPLA2, FP-Rh probe fluorescence polarization; inhibition, % at 5.9 µM; hit rate 0.38% among 320,000; AID 2177;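 active = inhibition above the screen-wide mean plus 3 SD, limit set per campaign, cut at about 26% in these data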;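 also: 0% = LYPLA2 with DMSO and 100% = wells lacking LYPLA2 enzyme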
Target sequence (O95372 whole entry, looked up): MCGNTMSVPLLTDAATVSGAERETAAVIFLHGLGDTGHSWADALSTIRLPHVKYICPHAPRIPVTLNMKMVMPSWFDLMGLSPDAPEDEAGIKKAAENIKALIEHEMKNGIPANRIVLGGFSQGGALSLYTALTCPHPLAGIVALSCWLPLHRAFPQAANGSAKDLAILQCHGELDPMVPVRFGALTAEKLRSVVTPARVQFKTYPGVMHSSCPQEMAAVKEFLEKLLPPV
PAFAH1B2 FP inh – inhibitors of human PAFAH1B2 | P68402 | recombinant PAFAH1B2, FP-rhodamine activity probe, fluorescence polarization | inhibition, % at 3.39 µM | hit rate 1.2% among 340,000 | AID 492953;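 active = inhibition above the mean of all tested compounds plus 3 SD, cut at about 24% in these data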;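 also: 0% = enzyme with DMSO and 100% = wells lacking PAFAH1B2; many of its hits are not listed in these tables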
PREPL inhibitor – inhibitors of human prolyl oligopeptidase-like enzyme PREPL; inhibition, % at 5.96 µM; recombinant PREPL, fluorescence polarization activity-based probe; Q4J6C6; AID 2751; hit rate 0.68% among 320,000; in the data active = inhibition above about 43%;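 also: 0% = enzyme with DMSO and 100% = wells lacking enzyme; many of its hits are not listed in these tables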
PAFAH1B3 FP inh – inhibitors of human PAFAH1B3. Q15102. recombinant PAFAH1B3, FP-rhodamine probe, fluorescence polarization. inhibition, % at 3.39 µM. hit rate 0.28% among 340,000. AID 492972;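 active = inhibition above the screen-wide average of all tested compounds plus 3 SD, cut at about 25% in these data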;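 also: 0% = enzyme with DMSO only and 100% = wells lacking PAFAH1B3 protein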
Target sequence (Q15102 whole entry, looked up): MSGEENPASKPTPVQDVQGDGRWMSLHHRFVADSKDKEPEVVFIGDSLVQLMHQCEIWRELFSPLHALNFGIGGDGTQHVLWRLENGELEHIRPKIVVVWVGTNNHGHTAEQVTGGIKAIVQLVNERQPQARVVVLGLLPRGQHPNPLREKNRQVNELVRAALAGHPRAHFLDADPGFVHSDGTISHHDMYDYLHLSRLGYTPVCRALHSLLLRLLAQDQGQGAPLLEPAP
pPAFAH inh – inhibitors of human plasma PAF acetylhydrolase (pPAFAH); Q13093; recombinant pPAFAH, FP-rhodamine probe fluorescence polarization; inhibition, % at 3.39 µM; hit rate 1.5% among 330,000; AID 463082;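 active = inhibition above the mean inhibition across the screen plus 3 SD, cut at about 25% in these data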;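 also: inhibitors block binding of the rhodamine activity-based probe so polarization drops; 0% = enzyme with DMSO and 100% = wells lacking pPAFAH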
ZTA counter – ZTA (EBV) inhibition in EBNA-1 counter-screen | P03206 | ZTA-DNA binding, fluorescence polarization | inhibition, % at 11 µM | hit rate 0.15% among 320,000; in the data active = inhibition above about 33%
Target sequence (P03206 whole entry, looked up): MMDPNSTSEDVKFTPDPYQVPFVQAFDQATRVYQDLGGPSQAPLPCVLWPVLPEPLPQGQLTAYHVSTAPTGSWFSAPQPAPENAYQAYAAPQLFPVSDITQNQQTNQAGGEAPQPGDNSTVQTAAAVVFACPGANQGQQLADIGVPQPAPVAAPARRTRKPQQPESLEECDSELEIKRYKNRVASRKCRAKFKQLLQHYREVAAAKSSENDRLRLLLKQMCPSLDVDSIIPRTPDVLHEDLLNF
PAFAH2 inh – inhibitors of human PAFAH2; recombinant PAFAH2, FP-rhodamine activity probe, fluorescence polarization; hit rate 0.99% among 340,000; inhibition, % at 3.39 µM;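 active = inhibition above the mean over all tested compounds plus 3 SD, cut at about 30% in these data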;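 also: inhibitors block probe labeling of enzyme so polarization drops; 0% = enzyme with DMSO and 100% = wells lacking PAFAH2 protein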
LYPLA1 counter – LYPLA1 (human) inhibition in PME1 counter-screen. O75608. recombinant LYPLA1, FP-Rh probe fluorescence polarization. inhibition, % at 5.9 µM. hit rate 0.16% among 320,000. AID 2174;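 active = inhibition above the mean of all tested compounds plus 3 SD, set per campaign, cut at about 14% in these data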;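 also: inhibitors block serine hydrolase probe labeling of LYPLA1 so polarization falls; 0% = enzyme with DMSO and 100% = wells lacking LYPLA1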
Target sequence (O75608 whole entry, looked up): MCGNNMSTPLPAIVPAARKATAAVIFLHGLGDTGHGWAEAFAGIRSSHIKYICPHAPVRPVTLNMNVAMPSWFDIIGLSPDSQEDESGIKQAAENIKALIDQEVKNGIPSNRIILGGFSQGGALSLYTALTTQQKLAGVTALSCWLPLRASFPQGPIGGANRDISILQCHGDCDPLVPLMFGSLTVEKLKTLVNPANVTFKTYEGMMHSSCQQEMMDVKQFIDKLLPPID
EBNA-1 inh – blocks EBNA-1 binding to DNA. hit rate 0.34% among 300,000. inhibition, % at 14.8 µM. EBNA-1 DNA binding, fluorescence polarization; in the data active = inhibition above about 28%
* = called active by the depositor; . = no result given. The list is partial; rates above refer to the full screens.

molecule | LYPLA2 counter | PAFAH1B2 FP inh | PREPL inhibitor | PAFAH1B3 FP inh | pPAFAH inh | ZTA counter | PAFAH2 inh | LYPLA1 counter | EBNA-1 inh
CCCCC(O)(CCCC)C(=O)N/N=C(\C)c1ccc(Cl)cc1 | -3 | 5 | 2 | 1 | 0 | 2 | -6 | -1 | -5
N#C/C(=C\c1cn(Cc2ccc(F)cc2)c2ccccc12)C(=O)NCc1ccco1 | -9 | 2 | 9 | -6 | -3 | -7 | -16 | -5 | -1
Cc1c(C(=O)NC2CCN(Cc3ccccc3)C2)oc2c(Cl)cccc12 (stereo unspecified) | -5 | 1 | -24 | 5 | 1 | 6 | 5 | -4 | -4
COc1ccccc1CNC(=O)CSc1nc(N)c(C#N)c(-c2cccs2)c1C#N | -4 | 5 | 5 | 1 | -5 | 11 | 0 | -4 | -1
C/C(=N\NC(=O)COc1ccc([N+](=O)[O-])cc1)C(C)(C)C | 1 | -1 | 12 | 3 | -1 | 6 | 2 | 1 | 1
O=C(O)c1cc(S(=O)(=O)N(Cc2ccccc2)c2cccc(C(F)(F)F)c2)ccc1Cl | -3 | 29* | -4 | 5 | -1 | 3 | 10 | -3 | -5
COc1ccc(-n2c(C)n[nH]c2=O)cc1OC | -4 | 1 | 9 | -1 | 2 | 8 | -6 | 0 | -16
COc1ccc(CC(=O)Nc2nc(-c3ccc(OC)c(OC)c3)cs2)cc1OC | -6 | 0 | -6 | 0 | -1 | -2 | 2 | -3 | -5
CN(CCc1ccccn1)C(=S)Nc1ccc(Cl)cc1Cl | 10 | 2 | 1 | 1 | -2 | -9 | -1 | 2 | -1
Nc1nnnn1NCc1cccc(OCc2ccccc2)c1 | 3 | 12 | -32 | -3 | 6 | -3 | 5 | -5 | 7
O=C(Nc1cnc2ccccc2c1)c1cccnc1 | -1 | -3 | 3 | -4 | 2 | -1 | -9 | -1 | 3
C=CCn1c(SCC(=O)NC(=O)NC)nnc1C1CCCCC1 | 4 | 5 | 14 | 4 | 2 | -8 | 6 | 2 | -1
COc1ccc(NC(=O)Nc2ccc3c(c2)C(=O)N([C@@H](C)CO)C[C@@H](C)[C@@H](CN(C)S(=O)(=O)c2cccs2)O3)cc1 | . | 13 | 32 | 14 | 15 | . | 8 | . | .
CC(C(=O)O/N=C(\N)c1ccccn1)c1ccc([N+](=O)[O-])cc1 (stereo unspecified) | 3 | 10 | 10 | -2 | -3 | -13 | -5 | -2 | 0
O=C(Cc1ccc(F)cc1)Oc1ccc(C(=S)N2CCCC2)cc1 | -3 | 1 | 6 | 8 | 15 | -1 | 2 | -4 | -11
CCCC(=O)NC(Nc1c(C)n(C)n(-c2ccccc2)c1=O)C(Cl)(Cl)Cl (stereo unspecified) | 14 | 9 | -2 | 3 | 2 | -8 | 13 | 2 | -5
O=C(Nc1nnc(-c2cccs2)o1)c1cc(-c2ccccc2)nc2ccccc12 | -6 | -2 | 2 | 7 | 0 | 17 | -1 | -6 | 2
Cc1cc(C)c(OCC(=O)N(Cc2ccc(N(C)C)cc2)C2CCS(=O)(=O)C2)c(C)c1 (stereo unspecified) | 2 | 3 | 18 | 8 | 0 | 3 | 8 | -1 | -10
CC1Cc2nc(SCC(=O)N3CCc4ccccc43)n(C)c(=O)c2S1 (stereo unspecified) | 5 | 1 | 33 | -7 | 2 | -7 | 6 | 2 | 0
O=C(CSc1nc(C2CCCCC2)nc2ccccc12)NCc1ccc2c(c1)OCO2 | -3 | 1 | -6 | 17 | 4 | -6 | 6 | -4 | 0
O=C(c1cc(COc2ccc(F)cc2F)on1)N1CCN(C(=O)c2ccco2)CC1 | 2 | -2 | 8 | -1 | 13 | 6 | 5 | 1 | 1
CCc1cccc2c(SCC(=O)NCC3CCCO3)nc(-c3ccc(F)cc3)nc12 (stereo unspecified) | 6 | 3 | -1 | 0 | 0 | 1 | 9 | 0 | 3
CC(=O)c1cc(C#N)c(SCc2ccccn2)nc1C | 2 | . | 9 | . | 1 | -6 | . | -1 | 2
Cc1nnc(SCC(=O)N2CCCC2)n1-c1ccc(F)cc1 | 8 | 3 | 7 | -2 | 7 | -9 | -7 | 3 | -8

Three entries already listed, ordered by number of heavy atoms, rising:
molecule | LYPLA2 counter | PAFAH1B2 FP inh | PREPL inhibitor | PAFAH1B3 FP inh | pPAFAH inh | ZTA counter | PAFAH2 inh | LYPLA1 counter | EBNA-1 inh
Cc1nnc(SCC(=O)N2CCCC2)n1-c1ccc(F)cc1 | 8 | 3 | 7 | -2 | 7 | -9 | -7 | 3 | -8
O=C(Cc1ccc(F)cc1)Oc1ccc(C(=S)N2CCCC2)cc1 | -3 | 1 | 6 | 8 | 15 | -1 | 2 | -4 | -11
CC1Cc2nc(SCC(=O)N3CCc4ccccc43)n(C)c(=O)c2S1 (stereo unspecified) | 5 | 1 | 33 | -7 | 2 | -7 | 6 | 2 | 0

Remaining list, next part.
molecule | LYPLA2 counter | PAFAH1B2 FP inh | PREPL inhibitor | PAFAH1B3 FP inh | pPAFAH inh | ZTA counter | PAFAH2 inh | LYPLA1 counter | EBNA-1 inh
COc1cnc(-c2ccccn2)nc1Oc1ccccc1 | 4 | 2 | 14 | 6 | 0 | 16 | 5 | -1 | 13
COc1ccc(S(=O)(=O)c2cnc3ccccc3n2)cc1 | -3 | 3 | 6 | 1 | -2 | -16 | -9 | 2 | -19
CCOC(=O)c1ccc(NC(=O)CSc2nnc(-c3ccncc3)n2C)cc1 | 4 | -3 | -7 | -1 | 5 | 18 | 0 | 2 | -4
COc1cc(C(=O)OC(C)C(=O)Nc2ccc3c(c2)OCCO3)cc(OC)c1OC (stereo unspecified) | . | 2 | 1 | 10 | 3 | . | -2 | . | .
Cc1ccn2c(=O)c(NC(=O)c3cccc4ccccc34)c(C)nc2c1 | 1 | 0 | 5 | 0 | -2 | -3 | 1 | -1 | -3
Cc1ccccc1C1CC(=O)NC2=C1C(=O)CCC2 (stereo unspecified) | -2 | -2 | -6 | 3 | -2 | 0 | -6 | 1 | 2
CCn1cc(CN2CCC(C(=O)Nc3cccc(-c4cccc(OC)c4)c3)CC2)cn1 | 2 | -1 | 4 | -3 | 2 | 3 | -4 | 0 | -8
O=C(Nc1ccc2ccccc2c1)c1ccc(NS(=O)(=O)c2ccc(Br)s2)cc1 | -19 | -1 | -5 | -6 | 11 | 8 | -6 | -24 | 8
COC(=O)C(NS(=O)(=O)c1ccccc1Br)C(C)C (stereo unspecified) | -1 | -1 | 8 | 4 | -3 | -1 | 0 | 4 | 10
Cc1cccc(-n2nnnc2SCC(=O)NC2CCCC2)c1 | . | 4 | 12 | 4 | 5 | . | 0 | . | .
O=C(CNS(=O)(=O)c1ccccc1)NCC(=O)OCc1ccc(Cl)cc1 | 1 | 27* | -22 | 0 | 5 | 2 | -2 | 2 | 1
CC(OC(=O)c1cc(Br)ccc1O)C(=O)NC1(C#N)CCCCC1 (stereo unspecified) | -2 | -1 | 12 | 4 | 4 | -33 | 1 | 0 | -9
O=C(Nc1ccnn1C1CCN(Cc2ccccc2OC(F)F)CC1)c1cccc(F)c1 | 3 | -1 | -2 | 5 | 5 | -2 | 2 | -2 | -11
CCN1C(=O)CSc2ccc(C(=O)NC3CCCCC3)cc21 | 6 | 1 | 6 | 8 | -1 | -9 | 3 | 1 | -2
CCC/C(=C1/c2ccccc2C(=O)N1c1ccccc1)c1ccc(O[C@@H]2CCCCO2)cc1 | . | -4 | 2 | 1 | 7 | . | 7 | . | .
Cc1cc(N2CCC(C)CC2)n2nc(C)c(-c3ccccc3)c2n1 | 0 | -1 | 2 | 4 | 1 | 14 | -7 | -2 | -2
FC(F)(F)c1nnc(-c2ccccc2)nc1Sc1ccc(Cl)cc1 | -5 | 3 | 0 | -2 | 5 | 22 | -4 | -4 | 7
CN(C)c1ccc(C2Nc3ccccc3C(=O)N2NS(=O)(=O)c2ccccc2)cc1 (stereo unspecified) | -6 | 1 | 8 | 0 | -6 | 9 | 11 | -5 | -6
O=C(c1ccco1)N1CCN(C(c2ccccc2)c2nnnn2C2CCCC2)CC1 (stereo unspecified) | 5 | 2 | 9 | 2 | 10 | -19 | 2 | 0 | -3
CCOC(=O)C(Cc1ccccc1)NC(=O)CCc1c(C)nc2ncnn2c1C (stereo unspecified) | -2 | 6 | 7 | 1 | 2 | 7 | 5 | -1 | 16
COc1ccccc1C(=O)N/C(=C/c1ccc(Br)cc1)C(=O)NCC(=O)O | 5 | 6 | 10 | 7 | 0 | -1 | 5 | 1 | 3
COC(=O)C1=C(C)N(CCCC(=O)O)C(=O)NC1c1cccs1 (stereo unspecified) | -2 | 5 | 7 | 10 | -4 | 0 | 1 | 1 | -6
Cc1ccc(NC(=O)CN(C)C(=O)c2cc3ccccc3o2)cc1 | -2 | 2 | -10 | 9 | 3 | -8 | 2 | -4 | 9
O=C(NC1CCCC1)C(c1ccncc1)N(C(=O)Cc1cccs1)c1ccccc1 (stereo unspecified) | -3 | 8 | 4 | -2 | -1 | -4 | 1 | -2 | 3
CSc1nnc(C)c(=O)n1COC(=O)COc1ccc(Cl)cc1Cl | -1 | 9 | 6 | 4 | 2 | 2 | -1 | -2 | 3
CN(C)CCCOC(=O)Cc1ccc(Cl)cc1 | 12 | 6 | -2 | 2 | 0 | 3 | -1 | 2 | -4
COC(=O)C(C(=O)OC)C(C[N+](=O)[O-])c1ccc(O)c(OC)c1 (stereo unspecified) | 5 | 2 | 9 | 6 | 0 | -8 | -6 | -1 | -2
NC(=O)CSc1nnc(NC(=O)c2ccc(S(=O)(=O)N3CCCCC3)cc2)s1 | -2 | 23 | 8 | -1 | -1 | 3 | -5 | -1 | 8
CCCOc1ccc(/C=c2\sc3ncnn3c2=O)cc1 | 4 | 1 | 13 | 6 | 3 | 0 | 3 | 2 | 7
O=C(C1=C[C@H](C2CCCCC2)C[C@H](OCCCCO)O1)N1CCN(Cc2ccc3c(c2)OCO3)CC1 | 2 | 4 | 20 | 4 | 2 | 12 | 11 | -1 | -3
O=C(Cn1nc2sc3ccccc3n2c(=O)c1=O)c1ccc(Cl)cc1 | -6 | . | 7 | . | -3 | 0 | . | -2 | -1
Cc1c(NC(=O)CC2NC(=O)NC2=O)c(=O)n(-c2ccccc2)n1C (stereo unspecified) | -1 | . | -1 | . | 3 | -11 | . | 0 | -19
Cc1ccc(-n2nnnc2-c2cnc(N3CCCC3)nc2C(F)(F)F)cc1 | 0 | 7 | -2 | 3 | 6 | -3 | -7 | 1 | 1
C[C@H](CO)N1C[C@H](C)[C@H](CN(C)S(=O)(=O)c2ccccc2)Oc2ccc(NC(=O)NC3CCCCC3)cc2CC1=O | . | 10 | 16 | 4 | 4 | . | 7 | . | .
Cc1ccccc1OC(=O)Cn1c(C(F)(F)F)nc2ccccc21 | 7 | 3 | 21 | 10 | -2 | -8 | 3 | 3 | -6
O=C(c1cc2cc(Br)ccc2o1)N1CCCC1 | -4 | 1 | -10 | -3 | 2 | -7 | 12 | -4 | 0
S=C1NCN(Cc2cccnc2)CN1c1cccc2ccccc12 | -5 | . | 1 | . | 4 | -10 | . | 0 | -7
O=C(CSc1nnc2ccccn12)c1ccc2c(c1)OCCO2 | 2 | 4 | -6 | 5 | 3 | -11 | 0 | 1 | -5
CN(C)CCCN(C(=O)c1ccc(S(=O)(=O)N2CCCCCC2)cc1)c1nc2ccc(Br)cc2s1 | 4 | 4 | 1 | 5 | -2 | -5 | 0 | 0 | 5
CCS(=O)(=O)N1CCC(C(=O)Nc2cccc(F)c2)CC1 | 4 | 3 | -3 | 5 | 1 | 3 | 2 | 1 | 11
COc1cccc(/C=C2\C(=O)N(c3cccc(C)c3)C(=O)c3ccccc32)c1 | -2 | 6 | 1 | 14 | 1 | -13 | 3 | -1 | -1
CSc1nnc(CNS(=O)(=O)c2ccc(Cl)cc2)n1C | 4 | 4 | 17 | 3 | -4 | 0 | 7 | 3 | 6
